Screening results deposited in PubChem BioAssay by National Center for Advancing Translational Sciences (NCATS).
RGS4 inh – human RGS4 inhibition | P49798 | Transcreener GDP fluorescence polarization, RGS4-accelerated GTP hydrolysis | Potency, µM (doses to about 114 µM), for the others: at the top dose activity change, negative = inhibition, usual class: inhibitors | 0.039% of 390,000 active | AID 504845; further: on the % scale 0 is the no-effect control and ±100 the full control effect; nearly all actives have a fitted effect of over 75% in size; some results filed as inactive show a strong effect at the top dose
Target sequence (P49798 whole entry, looked up): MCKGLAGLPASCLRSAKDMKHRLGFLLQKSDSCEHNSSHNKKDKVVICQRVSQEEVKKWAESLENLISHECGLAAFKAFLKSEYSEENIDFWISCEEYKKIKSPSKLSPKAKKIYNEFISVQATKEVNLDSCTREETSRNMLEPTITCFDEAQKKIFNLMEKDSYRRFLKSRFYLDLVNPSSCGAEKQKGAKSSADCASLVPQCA
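MLSMR compounds (23 nl, pin-transferred) preincubated 10 min at room temperature with a 500nM (2x) first reagent, then RGS4 at 900nM (2x) plus Transcreener GDP mix added; fluorescence polarization (620/688 nm) read before and after 90 min at 30 °C.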
GLS inh – glutaminase GLS (human) inhibition. O94925. GLS enzymatic activity, qHTS titration. Potency, µM (series often up to 45.5 µM), for inactives: top-dose activity change, negative = inhibition, most hits filed as inhibitors. 0.21% of 410,000 active. AID 624170; further: on the % scale 0 is the no-effect control and ±100 the full control effect
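Read-out is an Amplex red fluorescence increase coupled through glutamate oxidase and HRP, measured before and after 30 min room-temperature incubation. hKGA is in 45 mM KH2PO4 (pH 8.2) with 0.02% Tween-20; glutamine added as 1mM solution.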
HP1b binding inh – blocks HP1-beta chromodomain binding to methylated histone tails | Potency, µM (series often up to 114 µM), without a hit: top-dose activity change, negative = inhibition, usual class: inhibitors | 0.56% of 390,000 active | AlphaScreen HP1-beta / biotin-H3K9me3 peptide binding; further: nearly all actives have a fitted effect of over 70% in size; inactives centre near 23
Target sequence (P83916 whole entry, looked up): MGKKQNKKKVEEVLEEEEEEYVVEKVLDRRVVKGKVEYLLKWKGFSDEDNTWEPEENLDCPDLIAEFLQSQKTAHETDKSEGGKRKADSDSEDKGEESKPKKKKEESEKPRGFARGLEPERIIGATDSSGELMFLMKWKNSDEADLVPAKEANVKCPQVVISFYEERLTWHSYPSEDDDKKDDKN
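AlphaScreen: HP1-beta (50 nM) preformed 30 min with biotin-H3(1-18)K9me3 peptide (50 nM) in PBS pH 7.4, 0.01% Tween-20. Compound added for 30 min at RT, then streptavidin donor/nickel chelate acceptor beads (10 ug/mL) for 30 min.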
rTrxR1 inhibitor – blocks rat thioredoxin reductase 1. O89049. recombinant rTrxR1, NADPH fluorescence consumption, selenite substrate. Potency, µM (titrated, usually from 114 µM), inactives show at the highest dose activity change, negative = inhibition, actives largely listed as inhibitors. 1% of 390,000 active; further: on the % scale 0 is the no-effect control and ±100 the full control effect; nearly all actives have a fitted effect of over 65% in size
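Rat TrxR1 (90 nM in the dispensed reagent) was pre-reduced with 400 uM NADPH for 5 min at room temperature, then incubated with compound for 15 min. After 400 uM selenite was added, NADPH fluorescence (Ex 340/Em 450 nm) was followed for 8 min.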
ERG-DNA inh – ERG Ets/DNA interaction inhibition; P11308; 0.028% of 370,000 active; Potency, µM (highest dose often 76.9 µM), for the others: at the highest dose FP activity, negative = inhibition, most hits filed as inhibitors; fluorescence polarization, His-ERG Ets domain / labelled DNA; active means well fitted inhibition curve with a large enough effect in the polarisation, with a control signal flat; inconclusive means small, poorly fitted or top-dose-only effect, or effect the other way, or a change in a side signal; inactive means no such curve, though single readings can be large or run the other way; the % refers to the polarisation;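 further: polarization taken with two DNA probes labelled with fluorescein and Texas red; % of control where 0% means no effect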
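His-tagged ERG Ets domain (1 uM in the protein solution; 300mM KCl, 50mM Tris-HCl, 1mM EDTA, 1mM DTT, pH 7.5) received compound, then a probe mix of 5 nM fluorescein-DNA and 100nM Texas-615-DNA. Fluorescence polarization was read for both dyes.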
Pin1 inh – inhibitors of human Pin1; Potency, µM (top dose mostly 115 µM), inactives show at the highest dose activity, negative = inhibition, most hits filed as inhibitors; AID 504891; Q13526; 0.009% of 390,000 active; Pin1 FP peptide displacement, HiFluor488, 10 min; active means well fitted inhibition curve with a large enough effect in the polarisation, with a control signal flat, not every such curve was filed as active; inconclusive means small, poorly fitted or top-dose-only effect, or effect the other way, or a change in a side signal; inactive means no such curve, though single readings can be large or run the other way; the % refers to the polarisation; further: on the % scale 0 is the no-effect control and ±100 the full control effect
Target sequence (Q13526 whole entry, looked up): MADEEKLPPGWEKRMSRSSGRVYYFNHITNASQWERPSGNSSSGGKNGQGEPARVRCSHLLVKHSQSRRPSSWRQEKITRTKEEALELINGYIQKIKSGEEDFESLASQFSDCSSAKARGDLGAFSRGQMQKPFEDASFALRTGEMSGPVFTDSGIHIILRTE
JMJD2A Tudor inh – inhibitors of human JMJD2A Tudor domain | AlphaScreen JMJD2A-Tudor / H3K4me3 peptide binding | Potency, µM (series often up to 114 µM), for the others: at the top dose activity change, negative = inhibition, hits mostly inhibitors | 4.4% of 390,000 active | AID 504339; further: on the % scale 0 is the no-effect control and ±100 the full control effect; nearly all actives have a fitted effect of over 50% in size
12-LOX inh – blocks human arachidonate 12S-lipoxygenase | Potency, µM (highest dose often 108 µM), for inactives: at the highest dose activity change, negative = inhibition, actives largely listed as inhibitors | P18054 | purified 12hLO, xylenol orange hydroperoxide absorbance | 1.1% of 580,000 active; further: on the % scale 0 is the no-effect control and ±100 the full control effect
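Purified human 12hLO at 150 nM in 25 mM Hepes, 0.01% Triton X-100, pH 7.0, preincubated 15 min at room temperature with compound. Reaction started with 40 uM arachidonic acid, 30 min at room temperature. Hydroperoxide measured by Fe-xylenol orange, 573/405 nm absorbance ratio.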
Tb PGK inh – inhibitors of T. brucei phosphoglycerate kinase | PGK/GAPDH coupled, Kinase-Glo luminescence, 60 min | Potency, µM (doses to about 57.5 µM), inactives show at the top dose activity change, negative = inhibition, most hits filed as inhibitors | 0.043% of 380,000 active; further: on the % scale 0 is the no-effect control and ±100 the full control effect; nearly all actives have a fitted effect of over 60% in size
Target sequence (P07378 whole entry, looked up): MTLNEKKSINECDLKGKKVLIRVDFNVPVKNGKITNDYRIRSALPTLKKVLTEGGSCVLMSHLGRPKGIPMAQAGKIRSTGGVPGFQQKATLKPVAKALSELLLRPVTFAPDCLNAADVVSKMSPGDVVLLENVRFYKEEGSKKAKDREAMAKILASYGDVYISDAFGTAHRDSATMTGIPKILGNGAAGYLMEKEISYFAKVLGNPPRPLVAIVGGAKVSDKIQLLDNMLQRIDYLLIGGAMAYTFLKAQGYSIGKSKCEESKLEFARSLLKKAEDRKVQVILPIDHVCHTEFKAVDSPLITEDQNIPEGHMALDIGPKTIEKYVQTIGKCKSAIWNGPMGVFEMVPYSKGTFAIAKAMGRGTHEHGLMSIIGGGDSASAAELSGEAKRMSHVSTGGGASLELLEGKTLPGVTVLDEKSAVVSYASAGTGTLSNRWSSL
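Recombinant glycosomal PGK reaction used 1,3-bisphosphoglycerate generated in-well by GAPDH (100nM final) in 100mM TEA pH 7.6, 5mM MgCl2, 0.01% Tween-20. After 60 minutes at room temperature, ATP was read by Kinase-Glo Plus luminescence end-point.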
* hit, by the source's call; i = inactive; u = inconclusive; x = not tested or not shown; & = joins results of further samples; [ ] = another dose, or the depositor's remark. Unless noted, the call rests on the fitted dose curve; in most records, active means well fitted curve in the direction sought with a large enough effect; inconclusive means small, poorly fitted or top-dose-only effect, or another doubt; inactive means no such curve, though single readings can be large; an effect the other way counts as inactive or inconclusive. Potency means the concentration at half of the fitted maximal effect.

SMILES	RGS4 inh	GLS inh	HP1b binding inh	rTrxR1 inhibitor	ERG-DNA inh	Pin1 inh	JMJD2A Tudor inh	12-LOX inh	Tb PGK inh
O=C(OCC(=O)N1CCCc2ccccc21)c1cc(S(=O)(=O)N2CCOCC2)ccc1O	4%	0%	30%	21%	-13%	1%	-16%	u	-4%
Cc1cnn(Cc2cccnc2)c1N	3%	u	0%	7%	10%	-19%	-8%	13%	-2%
O=C1c2ccccc2C(=O)c2cc(S(=O)(=O)Nc3ccccc3)ccc21	-7%	-7%	u	-11%	9%	1%	u	-23%	-2%
COc1ccc(CNC(=O)C2CCN(S(=O)(=O)c3ccc4nc5c(c(C(=O)O)c4c3)CCCC5)CC2)cc1	6%	-11%&2%	-18%	18%[57.1 µM]	-2%	-6%	-28%	u	9%&-1%
Nc1ccc(C#Cc2c(-c3ccsc3)oc3ccc(N4CCOCC4)cc23)cc1	-9%	3%	34%	8%	-4%	8%	-19%	-3%	-4%
CSc1cc(C)nc(N(C)C(C)=O)n1	17%	1%	21%	36%[57.1 µM]	4%	1%	-5%	10%	i
COc1ccc(CC(=O)Nc2nc(-c3ccc(F)c(F)c3)cs2)cc1OC	-12%	2%	8%	4%	14%	-1%	-31%	-16%	-5%
COc1ccc(NC(=O)/C(Cl)=C(/Cl)S(=O)(=O)Cc2ccc(C)cc2)cn1	u	-1%	33%	2.2µM*	0%	0%	-10%	x	1%
Cc1cccc(NS(=O)(=O)c2cccc(C(=O)NCC(c3ccco3)N(C)C)c2)c1 (centres undefined)	8%	4%	14%	-17%	2%	2%	-33%	-15%	-6%
CCN(CC)C(=O)CSc1nnc(-c2ccc(O)cc2)n1CC1CCCO1 (centres undefined)	5%	-4%	25%	9%[57.1 µM]	-1%	2%	-2%	0%	-7%
Cc1nc(N(C)Cc2ccccc2)c2c(C)c(C)sc2n1	-34%	0%	92%[activator]	5%	-3%	5%	38%[activator]	-6%	-5%
CCc1nnc2sc(-c3cc(-c4ccccc4)nc4ccccc34)nn12	10%	-2%	34%	40%[activator]	5%	3%	-17%	15%	i
O=C(NCc1ccncc1)Nc1ccc(Cl)cc1Cl	-38%	7%	17%	-11%	7%	-6%	-2%	u	-8%
CCN1C(=O)CC(c2ccccc2)CC1=O	12%	1%	8%	9%	12%	0%	-12%	u	-3%
C/C(=C\c1ccccc1)CN1CCC(C(=O)N2CCCCC2)CC1	-3%	3%	u	-10%	8%	-13%	7.9µM*	u	-3%
CCCN(CCC)CCCNC(=O)c1cn(CCOC)c(=O)c2c1c1ccccc1n2C	-14%	16%	30%	u	-2%	-4%	-3%	-11%	8%
CC(C)c1nc2cc(C(=O)NC(c3cccnc3)C(F)(F)F)ccc2o1 (centres undefined)	-18%[56.9 µM]	-15%	-1%	18%[57.1 µM]	10%	-2%	-13%	-1%	-7%
Cc1ccc(C(=O)Nc2cccc(C(=O)NCc3ccccc3)c2)cc1	6%	4%	22%	-10%	18%	-1%	-28%	-9%	1%
CCOC(=O)/C(=C\c1ccc([N+](=O)[O-])o1)NC(=O)c1ccccc1	-1%	-4%	13%	7.9µM*	x	24%	-13%	x	3%
CCOc1ccc(NC(=O)C(C)N2C(=O)c3ccccc3S2(=O)=O)cc1 (centres undefined)	-9%	1%	37%	0%	-1%	0%	-11%	-7%	3%
O=C1[C@@H](Oc2ccccc2)[C@@H](c2ccccc2)N1c1ccccc1	-2%	1%	42%[activator]	9%	-3%	3%	-10%	-7%	-2%
O=C(CSc1ccsc1[N+](=O)[O-])Nc1cccc(F)c1	-14%	-8%	u	-27%	4%	u	45µM*	u	-29%
CCCN1CCc2c(sc(NC(=S)NC(=O)c3ccccc3)c2C#N)C1	u	49%[activator]	u	u	-2%	u	u	u	-2%
O=C(CSc1ccccn1)Nc1cccc2ccccc12	-48%	-2%	8%	15%[57.1 µM]	6%	-10%	-15%	2%	-5%
COc1ccc(NC(=O)CC(NC(C)c2ccccc2)C(=O)O)cc1 (centres undefined)	-11%	11%	5%[57 µM]	30%	-4%	-5%	u	-20%	0%
CC1=C(C(=O)N2CCN(c3cccc(Cl)c3)CC2)C2(CCCCC2)OC1=O	1%	-11%	-11%	15%	-3%	-3%	-29%	u	i
COc1ccc(-c2cc(C(=O)Nc3ccccc3SC)no2)cc1OC	22%	-2%	18%	45%[activator]	1%	-5%	-1%	-3%	-9%
CC(=O)c1sc2nc(-c3ccco3)ccc2c1N	-7%	u	u	10µM*	13%	u	79µM*	u	-8%
CCn1ncc2c(OCc3ccc(C#N)cc3)cc(C)nc21	15%	-2%	125%	2%[57.1 µM]	-6%	u	67%[activator]	0%	-2%
O=C(COC(=O)CSc1ccc([N+](=O)[O-])cc1)NCc1cccs1	-23%	-17%	28%	-11%	0%	-7%	-7%	-10%	i
CCCc1nc2c(s1)CCc1onc(-c3ccc(Br)cc3)c1-2	-33%	-3%	12%	18%[57.1 µM]	-2%	u	11%	8%	6%
Cc1cc(Cl)ccc1NC(=O)CN1C(=O)CSc2ccc(S(=O)(=O)N(C)C)cc21	1%	-6%	18%	35%[57.1 µM]	3%	3%	-9%	u	5%
O=C(C[C@H]1C/C=C\CC[C@@H](Cc2ccc(F)cc2)C(=O)O[C@@H](c2ccccc2)CNC1=O)N[C@@H](CO)Cc1ccccc1	-5%	3%	-1%	32%	-10%	-4%	-17%	-2%	i
COc1ccc(/C=C2/C(=O)N(c3c(F)c(F)c(F)c(F)c3F)N=C2C)cc1	u	-20%	-11%	-6%	-6%	2%	-21%	u	-7%
Cc1nnc(NC(=O)CCCOc2ccccc2)s1	u	0%	-16%	-8%	-5%	-1%	-8%	-2%	i
COC(CNC(=O)c1ccc2c(c1)nc(C)n2-c1cccc(C)c1)OC	-14%[56.9 µM]	4%	13%	15%	6%	-9%	u	47%[activator]	i
COc1ccc2c(CNCc3cccs3)c(C(=O)O)n(Cc3ccccc3)c2c1	-3%	8%	-7%	11%	-1%	0%	-32%	0%	-4%
NC(=O)C1CCCN(CC(=O)N2CCN(c3ccccc3)CC2)C1 (centres undefined)	-12%	0%	6%	17%	-12%	-5%	-1%	u	-7%
O=C(Nc1c(C(=O)N2CCN(c3ccccc3F)CC2)oc2ccccc12)c1ccc(Br)o1	5%	-6%	-16%	7%	3%	-1%	-28%	-15%	-13%
CCOC(=O)N1CCN(C(=O)Nc2sc3nc4n(c(=O)c3c2C)CCC(C)CC4)CC1 (centres undefined)	15%	-8%	9%	28µM*	x	8%	-29%	-28%	-6%
Cc1ccc(N2CC(C(=O)N/N=C/c3c(F)cccc3Cl)CC2=O)cc1 (centres undefined)	-4%	5%	8%	-9%	11%	-6%	-22%	2%	i
CN(C)/C=N/c1nc2c(ncn2C2CC(O)C(CO)O2)c(=O)[nH]1 (centres undefined)	-9%	x	39%[activator]	2%	x	-14%	-11%	x	x
O=C(Oc1ccccc1)c1ccc2c(c1)C(=O)N(Cc1ccncc1)C2=O	5%	9%	-16%	7%	-12%	0%	-27%	-13%	-1%
COc1ccc(Cl)cc1NC(=O)CN(C)CC(=O)NCc1ccc(F)cc1	-4%	-1%	43%[activator]	9%	-14%	5%	2%	-12%	-10%
CC(Sc1nc(N2CCCCC2)c2c(c1C#N)CCCC2)C(=O)O (centres undefined)	-1%	7%	28%	8%[57.1 µM]	0%	2%	-16%	263%[activator]	-2%
COc1ccc(C(=O)NCc2ccccc2OC)c(OC)c1	15%	-8%	37%	-16%	6%	-7%	-14%	-13%	-10%
Cc1ccccc1Cn1c2ccccc2c2cnn(CC(=O)NC3CCC(C)CC3)c(=O)c21 (centres undefined)	11%	-5%	2%	7%	0%	-2%	-21%	-24%	0%
CC(=O)c1ccc(N2CCN(C(=S)NCCCN(C)C)CC2)cc1	36%	-15%	26%	1%	2%	u	-11%	-13%	-1%
COc1ccc(NCCNc2ccc(OC)cc2)cc1	2%	35%[activator]	-18%	-17%	10%	u	u	0%	-3%
c1ccc(COc2cccc(CNCc3cccs3)c2)cc1	2%	6%	114%[activator]	-11%	-2%	5%	38%[activator]	-10%	-2%
CCN1CCCc2cc(CN(CCN3CCOCC3)C(=S)Nc3ccccc3OC)ccc21	-7%	35%[activator]	-38%[57 µM]	-1%	0%	1%	40µM*	-11%	-1%
O=C(NN1C(=O)c2ccccc2NC1c1ccoc1)c1ccc([N+](=O)[O-])cc1 (centres undefined)	21%	11%	15%	-4%	14%	3%	-15%	0%	1%

Compound profiles, from the list above.
Record of COc1ccc(NCCNc2ccc(OC)cc2)cc1 = RGS4 inh = 2%; GLS inh = 35%[activator]; HP1b binding inh = -18%; rTrxR1 inhibitor = -17%; ERG-DNA inh = 10%; Pin1 inh = u; JMJD2A Tudor inh = u; 12-LOX inh = 0%; Tb PGK inh = -3%
Record of CCN1CCCc2cc(CN(CCN3CCOCC3)C(=S)Nc3ccccc3OC)ccc21 = RGS4 inh = -7%; GLS inh = 35%[activator]; HP1b binding inh = -38%[57 µM]; rTrxR1 inhibitor = -1%; ERG-DNA inh = 0%; Pin1 inh = 1%; JMJD2A Tudor inh = 40µM*; 12-LOX inh = -11%; Tb PGK inh = -1%

A portion of the library; the hit share may differ from the screen's.
